mIAP inh = blocks mouse intestinal alkaline phosphatase. purified mouse IAP, CDP-Star luminescence, 30 min. inhibition, % at 10 µM. 0.2% of 330,000 active;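 active = inhibition of at least 40% at 10 µM in the primary screen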;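 also: plate controls were DMSO with enzyme for no effect and no enzyme wells for full effect; values of inactives mirror those of a sister screen read the other way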
APOBEC3A inh = human APOBEC3A DNA deaminase inhibition; recombinant A3A, FAM/TAMRA ssDNA deamination fluorescence; 0.41% of 330,000 active; P31941; inhibition, % at 20 µM;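 active = at least 40% inhibition at 20 µM here, with at most 30% in a related deaminase screen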;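 also: plate controls were A3A with DMSO for no effect and wells lacking A3A enzyme for full effect; some results filed as inactive read as strong as hits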
APOBEC3G inh = blocks human APOBEC3G single-stranded DNA deamination. inhibition, % at 20 µM. Q9HC16. 0.28% of 330,000 active. recombinant A3G, ssDNA deamination FAM/TAMRA fluorescence;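 active = inhibition of at least 40% at 20 µM, with no more than 30% in the related APOBEC3A deaminase screen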;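 also: plate controls were DMSO wells with A3G for no effect and wells lacking A3G enzyme for full effect; some compounds called inactive have numbers as strong as hits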
Target sequence (Q9HC16 whole entry, looked up): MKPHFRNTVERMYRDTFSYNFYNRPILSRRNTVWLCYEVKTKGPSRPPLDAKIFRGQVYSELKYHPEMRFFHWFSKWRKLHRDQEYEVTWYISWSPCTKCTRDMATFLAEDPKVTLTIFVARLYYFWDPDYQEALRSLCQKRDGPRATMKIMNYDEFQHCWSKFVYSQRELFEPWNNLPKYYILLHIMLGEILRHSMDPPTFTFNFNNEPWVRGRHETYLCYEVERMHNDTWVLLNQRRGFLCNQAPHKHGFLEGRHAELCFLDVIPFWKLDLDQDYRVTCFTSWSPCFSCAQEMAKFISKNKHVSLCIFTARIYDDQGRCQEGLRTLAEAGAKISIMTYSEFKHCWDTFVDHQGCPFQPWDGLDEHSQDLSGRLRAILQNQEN
NALP3 yeast inh = NALP3 inhibition in yeast; Yeast reconstituted NLRP3/ASC/caspase-1, beta-gal luminescence, 24 h; inhibition, % at 10 µM; 0.39% of 330,000 active; AID 2825;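 active = inhibition of 50% or more; inactive = inhibition below 50%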;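 also: plate controls were induced DMSO wells for no effect and uninduced yeast grown without galactose for full effect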
beta cell repl = inducers of beta-cell replication in MIN6 cells. 0.29% of 330,000 active. proliferation, % at 10 µM. MIN6 cells proliferation, ATPlite luminescence, 48 h; cells starved in 0.2% serum; 100% = growth in 10% serum;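 active = compounds whose signal lies at least 3.5 SD above the mean of all wells on their plate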;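 also: 0% = DMSO-treated cells in low-serum medium and 100% = 10% serum control; some compounds called inactive have numbers as strong as hits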
hIAP block = human IAP inhibition | P09923 | purified IAP, CDP-Star luminescence, 30 min | inhibition, % at 10 µM | 0.12% of 330,000 active | AID 2544;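 active = inhibition reaching a set limit with compound at 10 µM in the primary screen, cut at about 35% in these data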;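 also: plate controls were DMSO wells with enzyme for no effect and no-enzyme buffer wells for full effect; values of inactives mirror those of a sister screen read the other way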
Target sequence (P09923 whole entry, looked up): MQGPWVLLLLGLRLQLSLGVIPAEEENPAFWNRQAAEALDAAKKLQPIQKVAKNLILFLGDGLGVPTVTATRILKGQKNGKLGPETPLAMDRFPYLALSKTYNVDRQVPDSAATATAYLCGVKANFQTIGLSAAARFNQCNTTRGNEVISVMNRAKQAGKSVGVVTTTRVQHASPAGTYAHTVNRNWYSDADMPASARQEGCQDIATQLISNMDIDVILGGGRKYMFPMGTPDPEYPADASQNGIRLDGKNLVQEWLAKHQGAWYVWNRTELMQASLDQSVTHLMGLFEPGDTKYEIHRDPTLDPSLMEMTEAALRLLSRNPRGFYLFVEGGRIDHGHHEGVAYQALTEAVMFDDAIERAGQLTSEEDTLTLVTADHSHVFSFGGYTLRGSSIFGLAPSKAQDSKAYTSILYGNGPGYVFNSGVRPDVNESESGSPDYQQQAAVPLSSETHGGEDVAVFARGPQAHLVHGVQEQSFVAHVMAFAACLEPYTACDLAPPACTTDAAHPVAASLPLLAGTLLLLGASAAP
mIAP activ = increases mouse intestinal alkaline phosphatase activity; 0.24% of 330,000 active; muIAP, CDP-Star luminescence, 30 min; active compounds read high; 1 = vehicle-only enzyme signal, 0 = enzyme-free wells; AID 2805; activation factor at 10 µM;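 active = activation factor of at least 2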; also: the source names both 10 and 20 µM as test concentration; values of inactives mirror those of a sister screen read the other way
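Assay system: mouse IAP enzyme; Reagent: CDP-Star chemiluminescent phosphatase substrate; Compound: DMSO-dissolved test compounds; Incubation: 30 min, room temperature; Technique: luminescence from enzymatic CDP-Star hydrolysis; Controls: DMSO-only wells and no-enzyme negative control.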
TIM10 inh = growth inhibitors of TIM10 yeast strain. S. cerevisiae TIM10 strain growth, BacTiter-Glo luminescence, 24 h. AID 463195. 1.4% of 330,000 active. inhibition, % at 10 µM;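 active = inhibition of 40% or more at the single tested concentration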;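 also: wild-type TIM10 isogenic control strain grown at permissive 25 °C; 0% = DMSO yeast wells and 100% = minimal medium wells without yeast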
tim10-1 inh = inhibits growth of tim10-1 mutant yeast; S. cerevisiae tim10-1 ts strain growth, BacTiter-Glo, 24 h; inhibition, % at 20 µM; 2.2% of 330,000 active; AID 463190;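 active = inhibition of at least 40%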;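 also: mutant grown at 25 °C; 0% = DMSO wells with yeast and 100% = wells holding no yeast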
An asterisk follows results filed as active. Compounds were not picked by outcome; any-hit rate near 4.6%.

1: O=C(CNC(=O)C(c1ccccc1)c1ccccc1)N/N=C/c1ccc(O)c([N+](=O)[O-])c1
2: COc1ccc(CNC(=O)COC(=O)C(CCSC)NC(=O)c2ccco2)cc1OC (stereo not given)
3: CCOC(=O)NC(=O)/C(C=Nc1ccc(Cl)c(Cl)c1Cl)=C(\C)O
4: CCn1c2ccccc2c2cc(/C=N/n3c(C)nnc3C)ccc21
5: CCOc1ccc(OCC)c(NC(=O)C2CCCN(S(=O)(=O)c3ccc(C)cc3)C2)c1 (stereo not given)
6: CCOc1cc(S(=O)(=O)NCc2cccnc2)c(C)cc1C
7: Cc1cccc(-n2ncc3c2CCCC3NC(=O)c2ccc[n+]([O-])c2)c1C (stereo not given)
8: COc1ccc2nc(NC(=O)C3CCCO3)sc2c1 (stereo not given)
Screen / compound no.	1	2	3	4	5	6	7	8
APOBEC3A inh	-1	0	0	-1	3	2	-5	-3
hIAP block	23	-2	-18	3	-12	8	-11	3
TIM10 inh	26	-3	-4	17	25	21	0	12
tim10-1 inh	12	12	-1	10	17	15	1	6
mIAP activ	0.92	1	0.93	1	0.96	1.1	1	0.94
NALP3 yeast inh	6	10	1	12	13	8	0	15
beta cell repl	0	-5	0	3	-6	-1	0	2
mIAP inh	8	-2	7	-1	4	-8	-4	6
APOBEC3G inh	0	-5	-4	-5	3	-9	-7	-7

9: Cc1ccc(Cl)cc1NC(=O)CCC(=O)O
10: CCCCOC(=O)Nc1nnc(-c2ccccc2OC)s1
11: CCC(CC)c1nc(C#N)c(NC(C)c2ccccc2)o1 (stereo not given)
12: O=C(CN1CCC(C(O)(c2ccccc2)c2ccccc2)CC1)Nc1ccccc1
13: Cc1cccc(C)c1-n1c(C)nn(CCOc2ccccc2)c1=O
14: O=C(N/N=C/c1ccc(OC(=O)c2ccccc2)cc1)c1ccc(CN2CCOCC2)cc1
15: O=C(CN1C(=O)COc2ccccc21)NCCN1CCCC1
16: c1ccc(Cc2nnc3sc(-c4ccco4)nn23)cc1
Screen / compound no.	9	10	11	12	13	14	15	16
APOBEC3A inh	2	3	0	5	5	-5	-1	12
hIAP block	17	-5	-1	18	11	-7	8	-3
TIM10 inh	10	-12	9	14	10	0	10	3
tim10-1 inh	-14	1	22	-4	16	-15	-8	21
mIAP activ	0.95	1	1	1.1	0.94	0.99	0.94	0.79
NALP3 yeast inh	11	2	4	13	2	9	-5	-1
beta cell repl	-2	-1	0	-1	1	-3	-3	1
mIAP inh	5	-5	-5	-5	6	1	6	21
APOBEC3G inh	-2	1	-3	2	-3	-8	-3	-1

Quoted at random: 7 records from the list, in no set order.
10: CCCCOC(=O)Nc1nnc(-c2ccccc2OC)s1
16: c1ccc(Cc2nnc3sc(-c4ccco4)nn23)cc1
12: O=C(CN1CCC(C(O)(c2ccccc2)c2ccccc2)CC1)Nc1ccccc1
9: Cc1ccc(Cl)cc1NC(=O)CCC(=O)O
14: O=C(N/N=C/c1ccc(OC(=O)c2ccccc2)cc1)c1ccc(CN2CCOCC2)cc1
13: Cc1cccc(C)c1-n1c(C)nn(CCOc2ccccc2)c1=O
11: CCC(CC)c1nc(C#N)c(NC(C)c2ccccc2)o1 (stereo not given)
Screen / compound no.	10	16	12	9	14	13	11
APOBEC3A inh	3	12	5	2	-5	5	0
hIAP block	-5	-3	18	17	-7	11	-1
TIM10 inh	-12	3	14	10	0	10	9
tim10-1 inh	1	21	-4	-14	-15	16	22
mIAP activ	1	0.79	1.1	0.95	0.99	0.94	1
NALP3 yeast inh	2	-1	13	11	9	2	4
beta cell repl	-1	1	-1	-2	-3	1	0
mIAP inh	-5	21	-5	5	1	6	-5
APOBEC3G inh	1	-1	2	-2	-8	-3	-3

(continued)
17: COc1ccc(C2CC(c3ccc(Br)cc3)=NN2C(=O)CN2CCCC2)cc1 (stereo not given)
18: CC(=O)Nc1ccc(S(=O)(=O)NCCC(=O)OCC(=O)NNC(=O)c2ccccc2)cc1
19: Cc1ccc2c(NC(=O)c3ccc(Br)o3)cccc2n1
20: COc1ccc2oc(C(=O)OCC(=O)NC(=O)c3ccccc3)c(C)c2c1
21: O=C(NC1CCc2ccccc21)c1cc(COc2c(F)cccc2F)on1 (stereo not given)
22: CC12CCC(=O)N1C(C(=O)NCCc1ccccc1)CS2 (stereo not given)
23: CC(C(=O)N1CCOCC1)(c1ccccc1)c1ccccc1
24: CC(C)CN(C(=O)COC(=O)c1ccccn1)c1c(N)n(Cc2ccccc2)c(=O)[nH]c1=O
Screen / compound no.	17	18	19	20	21	22	23	24
APOBEC3A inh	3	1	-2	11	0	-5	-3	1
hIAP block	-4	-6	0	-1	-10	-7	21	-10
TIM10 inh	0	3	9	6	-10	-1	-7	-7
tim10-1 inh	5	7	-8	6	-3	10	29	-3
mIAP activ	0.94	0.87	0.99	0.95	1.1	0.97	0.99	0.94
NALP3 yeast inh	16	4	18	10	-6	2	1	18
beta cell repl	-3	4	0	7	-4	-2	-1	1
mIAP inh	6	13	1	5	-9	3	1	6
APOBEC3G inh	1	-2	-3	-2	-2	-9	-3	-13

25: CCCc1ccc2oc(C(=O)N3CCC(C(N)=O)(N4CCCCC4)CC3)c(C)c2c1
26: O=C(NCc1ccco1)c1cc2cc(Br)ccc2o1
27: Cc1c(NS(=O)(=O)c2cc(C(=O)NCc3cccnc3)ccc2Cl)c(=O)n(-c2ccccc2)n1C
28: Cc1cc(OCC(=O)Nc2cnn(CCCC(=O)O)c2)ccc1[N+](=O)[O-]
29: O=[N+]([O-])c1ccc(Cl)c(S(=O)(=O)/N=C(/Nc2cccnc2)c2ccccc2)c1
30: O=C(CCc1nc2ccccc2c(=O)[nH]1)OCC(=O)N1CCN(S(=O)(=O)c2ccccc2)CC1
31: O=C(CN(c1ccccc1)S(=O)(=O)c1ccc(F)cc1)NCc1cccs1
32: CSc1ccccc1NC(=O)Cc1ccccc1[N+](=O)[O-]
Screen / compound no.	25	26	27	28	29	30	31	32
APOBEC3A inh	-5	5	-5	3	2	3	0	0
hIAP block	18	2	9	-13	-8	-16	-14	-13
TIM10 inh	22	9	-9	-2	4	3	2	10
tim10-1 inh	42*	25	-1	5	1	-2	9	1
mIAP activ	0.91	0.93	0.88	1.1	0.95	0.84	1.1	1.1
NALP3 yeast inh	-1	28	4	21	16	-12	12	25
beta cell repl	-4	2	-2	1	-1	-3	-1	1
mIAP inh	9	7	12	-7	5	16	-5	-5
APOBEC3G inh	-9	28	-5	-1	9	3	-2	-5

33: Cc1ccccc1C(=O)Nc1cccc(NC(=O)Cn2cnc3c(=O)n(C)c(=O)n(C)c32)c1
34: Cc1cc(C)n(-c2cc(N3CCN(C(=O)c4ccccc4C)CC3)ccc2[N+](=O)[O-])n1
35: CN(CC(=O)NC1CCCCC1)S(=O)(=O)c1ccc(Br)s1
36: CC(C)(C)n1nc2c(c1NC(=O)c1ccc([N+](=O)[O-])cc1)CS(=O)(=O)C2
37: Cc1ccnc(NC(=O)CCC(=O)N(CC(=O)NC2CCCCC2)CC2CCCO2)c1 (stereo not given)
38: CCOc1cc(N2CCOCC2)c(OCC)cc1NCC(=O)N1CCN(Cc2ccccc2)CC1
39: CC(=O)c1ccc(NC(=O)CCc2nnc3ccc(N4CCCC4)nn23)cc1
40: O=C(Nc1ccccc1C(=O)N1CCCCCC1)c1ccccc1
Screen / compound no.	33	34	35	36	37	38	39	40
APOBEC3A inh	4	-1	-2	-13	-3	-10	-4	-2
hIAP block	1	5	-11	-23	-19	-18	-36	-6
TIM10 inh	-3	18	-22	-6	-6	-14	5	7
tim10-1 inh	2	11	3	-6	1	4	1	9
mIAP activ	1.1	0.87	0.96	1	0.99	0.96	0.91	1
NALP3 yeast inh	2	23	14	3	11	6	9	7
beta cell repl	-4	-1	-3	1	-1	-3	-3	5
mIAP inh	-7	13	4	-4	1	4	9	0
APOBEC3G inh	-5	-1	-3	-8	-6	-1	-6	-3

41: COc1cccc(OCC(O)CO)c1 (stereo not given)
42: C/C(=N\Nc1nc2ccccc2s1)c1ccc2c(c1)OCO2
43: CCCCn1c(N)c(N(CCOC)C(=O)COC(=O)COc2cc(C)c(Cl)cc2C(C)C)c(=O)[nH]c1=O
44: Cc1[nH]nc(SCC(=O)NCCc2ccccc2)c1[N+](=O)[O-]
45: NC(=O)c1ccccc1NC(=O)CSC1=NCCS1
46: O=C(NCc1ccco1)C(c1ccccc1)N(C(=O)Cc1cccs1)c1ccccc1F (stereo not given)
47: COc1ccc2c(c1OC)C(=O)N1C2SC[C@H]1C(=O)NCCC(C)C (stereo not given in full)
48: CCN(CC)C(=O)C1CCCN(Cc2cccc(Oc3ccccc3)c2)C1 (stereo not given)
Screen / compound no.	41	42	43	44	45	46	47	48
APOBEC3A inh	-5	-3	13	3	-3	-3	-1	-2
hIAP block	16	0	-6	8	-16	-3	7	7
TIM10 inh	-9	31	0	4	-4	3	10	-3
tim10-1 inh	8	42*	25	-4	-16	22	12	-22
mIAP activ	0.95	0.97	1	0.99	0.89	1.1	0.94	0.95
NALP3 yeast inh	2	2	24	0	-4	20	-1	24
beta cell repl	-3	-6	1	4	0	-2	-5	5
mIAP inh	5	3	-1	1	11	-13	6	5
APOBEC3G inh	-7	-5	-9	-4	-5	-3	-2	-5

49: Nn1c(SCc2ccc(Br)cc2)nnc1-c1cccnc1
50: O=C(NCc1ccccc1F)C1CCC(=O)N(Cc2ccc(Cl)cc2)C1 (stereo not given)
51: CN1CCc2c(n(CC(O)CNCc3ccccc3)c3ccccc23)C1=O (stereo not given)
52: CC(C)CNc1nc(N)c([N+](=O)[O-])c(NCc2ccccc2)n1
53: Cc1cc(NC(=O)c2ccc3c(c2)C(=O)N(C)C3=O)no1
54: C=CCOC(=O)C1=C(C)NC(=S)NC1c1cccs1 (stereo not given)
55: O=c1c2ccccc2nc2n1C(CSc1ccc(F)cc1)CN2 (stereo not given)
56: CC(C)N(C(=O)Cn1cnc2cc([N+](=O)[O-])ccc2c1=O)C(C)C
Screen / compound no.	49	50	51	52	53	54	55	56
APOBEC3A inh	1	-4	4	-2	3	-7	3	3
hIAP block	4	-27	7	-1	-2	10	14	-8
TIM10 inh	-2	2	10	-12	-2	13	-14	-3
tim10-1 inh	-12	17	10	17	2	16	-6	-5
mIAP activ	1.1	0.83	0.97	0.94	1.1	0.96	0.91	0.97
NALP3 yeast inh	28	1	7	9	13	9	12	12
beta cell repl	0	-2	-1	5	0	-1	-3	-2
mIAP inh	-7	17	3	6	-9	4	9	3
APOBEC3G inh	-3	-10	-2	-6	1	-11	-1	-1

57: N#Cc1c(N)n(-c2ccccc2N)c2nc3ccccc3nc12
58: Cc1ccccc1C(=O)N1CCC(C(=O)N2CCN(c3ncccn3)CC2)CC1
59: CN(C(=O)COC(=O)C1CCN(S(=O)(=O)c2c(Cl)cccc2Cl)CC1)c1ccccc1
60: CCN(CC(=O)Nc1c(F)cccc1F)C(=O)C1=COCCO1
61: Nc1ccccc1C#Cc1cnccn1
Screen / compound no.	57	58	59	60	61
APOBEC3A inh	1	1	-2	-3	-2
hIAP block	4	-5	11	-4	1
TIM10 inh	-15	6	14	-6	4
tim10-1 inh	-17	-12	26	-17	5
mIAP activ	1	1	1	0.98	0.95
NALP3 yeast inh	22	-4	-3	16	20
beta cell repl	-2	-2	-2	2	-2
mIAP inh	-5	-4	-2	2	4
APOBEC3G inh	-1	-1	-6	-8	-7

Compound activity from PubChem.
